human PMI inhibition: inhibitors of human PMI, primary screen, biochemical, fluorescence intensity, coupled assay (AID 1209). Mannose-6-phosphate isomerase (Homo sapiens). purified PMI enzyme, coupled fluorescence intensity; higher % means a stronger effect. inhibition, % at 20 µM, or IC50 in µM where a hit was titrated. hit rate 0.42% among 190,000;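 also: plate controls were DMSO vehicle for no effect and wells lacking substrate for full effect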
TNAP activators: human TNAP enzyme activators, primary screen, biochemical, luminescent, no phosphate acceptor, uHTS (AID 1001); Alkaline phosphatase, tissue-nonspecific isozyme (Homo sapiens); purified TNAP, luminescent activation assay, no phosphate acceptor; higher activation fold means a stronger effect; one-dose activation fold at 20 µM; EC50 in µM for titrated hits; hit rate 0.03% among 200,000; in the data active = activation fold from about 3, or a potency from the dose series; inactive = the rest, 99 in 100 with activation fold below about 1.6; also: many of its hits are not listed in these tables
XIAP displacement: XIAP antagonists, biochemical, IAP family, fluorescence polarization (AID 1018); E3 ubiquitin-protein ligase XIAP (Homo sapiens); hit rate 0.007% among 200,000; displacement, % at 20 µM, or IC50 in µM where a hit was titrated; XIAP BIR domain, fluorescence polarization peptide displacement; higher % means a stronger effect; in the data active = displacement above about 50%; also: a part of the inactive calls stands beside numbers as strong as those of hits
P. falciparum M1AAP: P. falciparum M1AAP inhibitors, biochemical, fluorogenic H-Leu-NHMec substrate, 1536-well (AID 1445); one-dose inhibition, % at 30 µM; IC50 in µM for titrated hits; Aminopeptidase N (Plasmodium falciparum (isolate 3D7)); hit rate 0.42% among 220,000; recombinant M1AAP, H-Leu-NHMec fluorogenic kinetic assay; higher % means a stronger effect;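 active = primary inhibition above the hit cutoff, then over 50% inhibition at one or more dose response concentrations, cut at about 23% in these data, passing the limit was not always enough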;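 also: plate controls were DMSO full reaction for no effect and no enzyme background for full effect; strong numbers were not always called active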
Yfh1-depleted yeast: enhancers of respiration in Yfh1-depleted yeast, dose response, Friedreich's ataxia, plus single-dose screen (AID 1465); hit rate 0.074% among 220,000; S. cerevisiae Yfh1-off respiration, WST-1 reduction, 72 h; higher fold induction means a stronger effect; one-dose fold induction at 50 µM; EC50 in µM for titrated hits;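 active = fold induction of absorbance versus untreated yeast above a set limit, then at least 30% activation at any dose in follow-up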;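 also: activators that raise dye reduction in frataxin-depleted yeast; strong numbers were not always called active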
human PMI inhibitors: human PMI inhibitors, high substrate, primary screen, biochemical, fluorescence intensity, high mannose 6-phosphate (AID 1220) | Mannose-6-phosphate isomerase (Homo sapiens) | recombinant PMI enzyme, coupled fluorescence intensity; higher % means a stronger effect | inhibition, % at 20 µM, or IC50 in µM where a hit was titrated | hit rate 0.66% among 190,000
LYP inhibition: inhibitors of LYP phosphatase, biochemical, fluorescence intensity, uHTS (AID 1779) | Tyrosine-protein phosphatase non-receptor type 22 (Homo sapiens) | recombinant LYP phosphatase, fluorescence intensity; higher % means a stronger effect | inhibition, % at 11.5 µM, or IC50 in µM where a hit was titrated | hit rate 0.054% among 290,000;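 also: plate controls were vehicle with enzyme for no effect and no enzyme for full effect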
WT yeast gro inh: growth inhibition of WT strain, primary screen, mitochondrial fusion inhibitor project, WT and mutant strains, chemical genetic | mitochondrial fusion phenotypic screen | hit rate 2.1% among 190,000 | inhibition, % at 10 µM | AID 1362, 2008; in the data active = inhibition above about 58%; tested in S. cerevisiae
M17LAP inhibition: P. falciparum M17LAP inhibitors, primary screen, biochemical, fluorogenic H-Leu-NHMec substrate, 1536-well (AID 1619) | Leucine aminopeptidase (Plasmodium falciparum (isolate 3D7)) | recombinant M17LAP, H-Leu-NHMec fluorogenic kinetic assay; higher % means a stronger effect | one-dose inhibition, % at 30 µM; IC50 in µM for titrated hits | hit rate 0.38% among 220,000;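 active = compound inhibiting the enzyme by more than half at any dose during confirmatory dose-response retesting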;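 also: plate controls were full reaction with DMSO carrier for no effect and no enzyme background for full effect; strong numbers were not always called active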
WT yeast gro inh mutant strain: also measured in WT yeast gro inh; calls as there; inhibition, %; mitochondrial fusion phenotypic screen, mutant strain inhibition
The depositor's hits bear a star; i = inactive; · = no result given; & = joins results of further samples. Rule as the data show it, unless noted: active = inhibition above about 50%; inactive = the rest. These rows are one share of the data; the hit share may differ from the screen's.

no. | structure | human PMI inhibition | TNAP activators | XIAP displacement | P. falciparum M1AAP | Yfh1-depleted yeast | human PMI inhibitors | LYP inhibition | WT yeast gro inh | WT yeast gro inh mutant strain | M17LAP inhibition
1 | CN1CCN(CCC(=O)N2c3ccccc3Sc3ccc(C(F)(F)F)cc32)CC1 | 3% | 1.1 | -5.0% | 6% | i | 0% | -4% | 9 | 21 | 8%
2 | CC(=O)NC(Cc1ccccc1)C(=O)O (stereo unspecified) | · | · | · | -2% | i | · | · | -15 | 1 | -5%
3 | Cc1c(NC(=O)c2cccnc2)c(=O)n(-c2ccccc2)n1C | · | · | · | -5% | i | · | 1% | · | · | 2%
4 | C=C[C@@H]1CN2CCC1C[C@@H]2[C@@H](O)c1ccnc2ccc(OC)cc12 (stereo partly specified) | · | · | · | -3% | i | · | -2% | · | · | -3%
5 | CCOc1ccc(C(=O)OCCN(CC)CC)cc1 | -1% | 1.1 | -6.5% | 0% | i | -1% | -3% | -1 | 17 | -3%
6 | O=C(NCCc1c[nH]c2ccccc12)c1cccnc1 | 9% | 1.1 | -8.1% | 0% | i | 1% | -2% | 8 | 15 | -1%
7 | CC[n+]1c(C)sc2cc(OC)ccc21 | 74%* | 1 | 0.3% | 8% | i | 3% | -2% | 1 | 9 | 1%
8 | O=C(c1ccc(F)cc1)C1CCN(CCn2c(=O)[nH]c3ccccc3c2=O)CC1 | · | · | · | -5% | i | · | -4% | · | · | -6%
9 | c1ccc(CN(CC2=NCCN2)c2ccccc2)cc1 | -2% | 0.9 | 5.5%&-6.8% | 8%&4% | i | -2% | -2% | 0&-3 | 0&-10 | 3%&-9%
10 | Cc1ccc(CN2CCN(Cc3cccc4nccnc34)CC2CCO)cc1 (stereo unspecified) | · | · | · | 5% | i | · | -5% | · | · | 4%
11 | C1CCC(C(CC2CCCCN2)C2CCCCC2)CC1 (stereo unspecified) | -1% | 1.3 | -3.4% | 0% | i | -9% | -6% | 72 | 92 | 16%
12 | COc1ccccc1N1CCN(CCCNc2cc(=O)n(C)c(=O)n2C)CC1 | 2% | 1.1 | -5.1% | 0% | i | 0% | -2% | -4 | 18 | -2%
13 | COc1ccc(/C=C/C(=O)Nc2ccccc2C(=O)O)cc1OC | -27%&-1% | 1.1&1 | -9.0%&-3.4% | 9%&-2% | i | -22%&-1% | 3%&3% | -9&-15 | -6&3 | 74%&-7%
14 | CC[N+](C)(CC)CCOC(=O)C(O)(c1ccccc1)C1CCCCC1 (stereo unspecified) | -7% | 1.1 | -7.2% | 1% | i | -8% | -2% | -7 | 14 | 3%
15 | O=C(CCNNC(=O)c1ccncc1)NCc1ccccc1 | -38% | 1 | -3.2% | 12% | i | -48% | 5% | 0 | -7 | 9%

Structures above with a COOH group, in the order listed:
no. | structure | human PMI inhibition | TNAP activators | XIAP displacement | P. falciparum M1AAP | Yfh1-depleted yeast | human PMI inhibitors | LYP inhibition | WT yeast gro inh | WT yeast gro inh mutant strain | M17LAP inhibition
2 | CC(=O)NC(Cc1ccccc1)C(=O)O (stereo unspecified) | · | · | · | -2% | i | · | · | -15 | 1 | -5%
13 | COc1ccc(/C=C/C(=O)Nc2ccccc2C(=O)O)cc1OC | -27%&-1% | 1.1&1 | -9.0%&-3.4% | 9%&-2% | i | -22%&-1% | 3%&3% | -9&-15 | -6&3 | 74%&-7%

From entry 3 up to 14, as listed above:
no. | structure | human PMI inhibition | TNAP activators | XIAP displacement | P. falciparum M1AAP | Yfh1-depleted yeast | human PMI inhibitors | LYP inhibition | WT yeast gro inh | WT yeast gro inh mutant strain | M17LAP inhibition
3 | Cc1c(NC(=O)c2cccnc2)c(=O)n(-c2ccccc2)n1C | · | · | · | -5% | i | · | 1% | · | · | 2%
4 | C=C[C@@H]1CN2CCC1C[C@@H]2[C@@H](O)c1ccnc2ccc(OC)cc12 (stereo partly specified) | · | · | · | -3% | i | · | -2% | · | · | -3%
5 | CCOc1ccc(C(=O)OCCN(CC)CC)cc1 | -1% | 1.1 | -6.5% | 0% | i | -1% | -3% | -1 | 17 | -3%
6 | O=C(NCCc1c[nH]c2ccccc12)c1cccnc1 | 9% | 1.1 | -8.1% | 0% | i | 1% | -2% | 8 | 15 | -1%
7 | CC[n+]1c(C)sc2cc(OC)ccc21 | 74%* | 1 | 0.3% | 8% | i | 3% | -2% | 1 | 9 | 1%
8 | O=C(c1ccc(F)cc1)C1CCN(CCn2c(=O)[nH]c3ccccc3c2=O)CC1 | · | · | · | -5% | i | · | -4% | · | · | -6%
9 | c1ccc(CN(CC2=NCCN2)c2ccccc2)cc1 | -2% | 0.9 | 5.5%&-6.8% | 8%&4% | i | -2% | -2% | 0&-3 | 0&-10 | 3%&-9%
10 | Cc1ccc(CN2CCN(Cc3cccc4nccnc34)CC2CCO)cc1 (stereo unspecified) | · | · | · | 5% | i | · | -5% | · | · | 4%
11 | C1CCC(C(CC2CCCCN2)C2CCCCC2)CC1 (stereo unspecified) | -1% | 1.3 | -3.4% | 0% | i | -9% | -6% | 72 | 92 | 16%
12 | COc1ccccc1N1CCN(CCCNc2cc(=O)n(C)c(=O)n2C)CC1 | 2% | 1.1 | -5.1% | 0% | i | 0% | -2% | -4 | 18 | -2%
13 | COc1ccc(/C=C/C(=O)Nc2ccccc2C(=O)O)cc1OC | -27%&-1% | 1.1&1 | -9.0%&-3.4% | 9%&-2% | i | -22%&-1% | 3%&3% | -9&-15 | -6&3 | 74%&-7%
14 | CC[N+](C)(CC)CCOC(=O)C(O)(c1ccccc1)C1CCCCC1 (stereo unspecified) | -7% | 1.1 | -7.2% | 1% | i | -8% | -2% | -7 | 14 | 3%

Next results
no. | structure | human PMI inhibition | TNAP activators | XIAP displacement | P. falciparum M1AAP | Yfh1-depleted yeast | human PMI inhibitors | LYP inhibition | WT yeast gro inh | WT yeast gro inh mutant strain | M17LAP inhibition
16 | NC(=O)c1cccc(-c2cc(Nc3ccc(OC(F)(F)F)cc3)ncn2)c1 | · | · | · | 6% | i | · | -2% | · | · | 5%
17 | COc1cc2c(cc1OC)C(=O)C(CC1CCN(Cc3ccccc3)CC1)C2 (stereo unspecified) | -1% | 1 | -2.0% | 0% | · | -7% | -4% | -6 | 16 | -2%
18 | CC(COc1ccccc1)NC(C)C(O)c1ccc(O)cc1 (stereo unspecified) | -25% | 1.1 | -3.8% | 0% | i | -28% | -2% | -2 | -9 | -1%
19 | CC1(C)Cc2c(sc(NC(=S)NC(=O)c3ccccc3)c2C(=O)O)CO1 | 12% | 1 | -2.9% | 2% | i | 15% | -5% | 6 | 13 | 9%
20 | Cc1cc(-c2ccccc2)nnc1NCCN1CCOCC1 | -32% | 1.1 | -15% | -5% | i | -33% | -3% | -2 | -11 | 1%
